Screening data as filed in PubChem.
mIDH1 inhibitor = inhibitors of human mutant IDH1 R132H. O75874. IDH1-R132H enzyme, NADPH consumption, diaphorase/resazurin fluorescence. Potency, µM (doses to about 76.6 µM), for the others: at the highest dose activity change, negative = inhibition, actives largely listed as inhibitors. 390,000 compounds, 0.093% hits. AID 602179; further: potency means the concentration at half of the fitted maximal effect; on the % scale 0 is the no-effect control and ±100 the full control effect; nearly all actives have a fitted effect of over 65% in size
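IDH1-R132H (0.5 ug/mL) preincubated 30 min with compound, then NADPH (0.016 mM) and alpha-KG (2 mM) added; 80 min at RT, pH 7.5. Remaining NADPH coupled via diaphorase/resazurin to fluorescence (540/590 nm); concentration-response curves normalized to no-enzyme control.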
rTrxR1 inhibitor = rat TrxR1 inhibition. O89049. recombinant rTrxR1, NADPH fluorescence consumption, selenite substrate. Potency, µM (highest dose often 114 µM), for inactives: top-dose activity change, negative = inhibition, actives largely listed as inhibitors. 390,000 compounds, 1% hits. AID 588453; further: potency means the concentration at half of the fitted maximal effect; on the % scale 0 is the no-effect control and ±100 the full control effect; nearly all actives have a fitted effect of over 65% in size
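Rat TrxR1 (90 nM in the dispensed reagent) was pre-reduced with 400 uM NADPH for 5 min at room temperature, then incubated with compound for 15 min. After 400 uM selenite was added, NADPH fluorescence (Ex 340/Em 450 nm) was followed for 8 min.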
D2 ag = agonists of human D2 dopamine receptor; HEK293 T-REx D2 cells, calcium flux agonist mode; 340,000 compounds, 0.53% hits; P14416; activation, % at 2 µM;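 active means activation over 3 SD above normal in the single-dose calcium agonist read, cut at about 30% in these data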; further: 0% is about no effect
Target sequence (P14416 whole entry, looked up): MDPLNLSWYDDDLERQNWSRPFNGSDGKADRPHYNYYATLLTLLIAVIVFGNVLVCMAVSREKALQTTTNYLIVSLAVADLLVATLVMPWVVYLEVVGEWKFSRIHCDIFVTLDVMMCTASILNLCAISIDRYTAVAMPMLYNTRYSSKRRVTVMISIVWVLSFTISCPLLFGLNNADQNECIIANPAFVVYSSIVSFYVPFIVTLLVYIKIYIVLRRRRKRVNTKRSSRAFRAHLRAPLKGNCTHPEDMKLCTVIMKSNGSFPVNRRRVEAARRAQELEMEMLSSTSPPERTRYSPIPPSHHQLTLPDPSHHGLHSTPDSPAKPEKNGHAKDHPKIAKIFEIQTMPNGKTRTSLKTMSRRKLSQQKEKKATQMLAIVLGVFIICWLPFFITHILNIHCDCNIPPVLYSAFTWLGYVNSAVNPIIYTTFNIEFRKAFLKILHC
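HEK293 Trex D2 cells, tetracycline-induced, o/n 30 C 5% CO2; no-wash Ca dye, RT 30–90 min; 10-cycle baseline, 23 nl cpd added, kinetic Ca read 180 s; agonist hits = positive Ca response.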
TRHR PAM = allosterically enhances the human TRH receptor | P34981 | TRHR cells, fluo-8 calcium fluorescence, EC20 TRH enhancement | enhancement, % at 2 µM | 360,000 compounds, 0.66% hits; in the data active means enhancement above about 30%; further: 0% is about no effect
Target sequence (P34981 whole entry, looked up): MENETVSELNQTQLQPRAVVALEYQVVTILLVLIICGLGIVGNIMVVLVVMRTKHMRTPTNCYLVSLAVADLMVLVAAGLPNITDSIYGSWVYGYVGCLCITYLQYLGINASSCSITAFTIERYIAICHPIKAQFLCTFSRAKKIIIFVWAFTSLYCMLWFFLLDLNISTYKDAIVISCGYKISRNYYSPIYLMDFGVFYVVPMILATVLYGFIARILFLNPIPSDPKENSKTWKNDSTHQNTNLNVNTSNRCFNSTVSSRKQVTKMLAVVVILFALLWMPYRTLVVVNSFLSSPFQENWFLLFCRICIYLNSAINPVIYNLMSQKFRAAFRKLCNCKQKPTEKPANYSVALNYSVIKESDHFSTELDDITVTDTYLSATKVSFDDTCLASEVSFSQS
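TRHR-expressing cells loaded with fluo-8 calcium dye were read kinetically (ex 480/em 530) during compound addition, then stimulated with an EC20 of TRH (10 nM final). Enhancement of the Gq-mediated intracellular calcium response was scored.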
D2 antagonist = antagonizes the human D2 dopamine receptor; 340,000 compounds, 2% hits; inhibition, % at 10 µM; P14416; AID 485344; HEK293 TREx D2 cells, calcium flux, dopamine EC80; in the data active means inhibition above about 30%; further: 0% is about no effect
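Cells plated overnight at 30 C with tetracycline; no-wash calcium dye, 30–90 min RT; 10 s baseline; compound pinned; 180 s read; EC80 dopamine added; another 180 s read.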
PI4K2A inh = blocks human PI4K2A kinase activity | AID 1346378 | purified PI4K2A, ADP-Glo luminescence, 1 h; active compounds read low | 420,000 compounds, 0.13% hits | Q9BTU6 | activity change, negative = inhibition, % at 76.9 µM; in the data active means activity change below about -50%; inconclusive means mostly about -30% to -49%;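 further: -100% = wells without enzyme as full effect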
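PI4K2A activity was measured by ADP-Glo luminescence: enzyme (4 ug/mL stock) and phosphatidylinositol (1.2 mM stock) in Tris pH 7.5/MgCl2/EGTA/Triton X-100 buffer were reacted with ATP (300 microM stock) for one hour at ambient temperature.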
USP1 inh = USP1/UAF1 (human) deubiquitinase inhibition; 390,000 compounds, 0.23% hits; Potency, µM (titrated, usually from 57.1 µM), without a hit: at the highest dose activity change, negative = inhibition, actives largely listed as inhibitors; O94782; recombinant USP1/UAF1, Ub-Rhodamine cleavage fluorescence; further: potency means the concentration at half of the fitted maximal effect; on the % scale 0 is the no-effect control and ±100 the full control effect; nearly all actives have a fitted effect of over 60% in size; inactives centre near -12
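Step one: compound is pinned into 1nM USP1/UAF1 in HEPES pH 7.8 buffer with TCEP. Step two: 15 min room-temperature incubation. Step three: Ub-Rho (150nM final) starts cleavage, tracked by fluorescence over six one-minute reads.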
TRHR ag = TRH receptor (human) agonism; P34981; TRHR cells, calcium flux fluo-8, FDSS agonist mode; activation, % at 2 µM; 360,000 compounds, 0.18% hits; in the data active means activation above about 30%; further: 0% is about no effect
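TRHR-expressing cells, plated overnight in medium with 10% serum, were loaded with fluo-8 calcium dye at room temperature. After a 10 s baseline, library compound was pin-added and calcium release was recorded kinetically (ex 480/em 530) as agonist response.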
TrxR1 substrate = is turned over as a substrate by rat TrxR1; O89049; purified TrxR1 substrate turnover, NADPH consumption readout; Potency, µM (titrated, usually from 114 µM), for inactives: at the top dose activity change, negative = substrate turnover; 390,000 compounds, 0.01% hits; further: potency means the concentration at half of the fitted maximal effect; on the % scale 0 is the no-effect control and ±100 the full control effect; nearly all actives have a fitted effect of over 50% in size
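Rat TrxR1, dispensed at 90 nM, was prereduced with 400 uM NADPH (final) for 5 min at ~22 deg C, then incubated with compound 15 min before 400 uM selenite. A first-read NADPH fluorescence drop versus no-compound background flagged substrates.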
An asterisk follows results filed as active; ? = inconclusive; / = no result given; & = joins results of further samples; [ ] = dose if it differs, or a comment. Unless noted, the call rests on the fitted dose curve; in most records, active means well fitted inhibition curve with a large enough effect; inconclusive means small, poorly fitted or top-dose-only effect; inactive means no such curve, though single readings can be large or run the other way.

SMILES | mIDH1 inhibitor | rTrxR1 inhibitor | D2 ag | TRHR PAM | D2 antagonist | PI4K2A inh | USP1 inh | TRHR ag | TrxR1 substrate
CCc1c(C(=O)N/N=C/c2ccc(OCc3ccc(F)cc3)c(OC)c2)nnn1-c1nonc1N | 2% | 16% | 2.8 | 2 | -7 | 2 | -17% | 1.0 | 16%
COc1ccc(NC(=O)C2CCN(S(=O)(=O)c3c(C)noc3/C=C/c3ccco3)CC2)cc1 | 1% | -11% | 1.2 | 0 | / | ? | -10% | 1.2 | -14%
O=C(CCC(=O)N1CC2CCCN2c2ccccc21)NCc1ccccc1F (stereo unspecified) | 1% | 15%[57.1 µM] | 0.3 | 5 | / | -3 | -21% | -0.8 | 5%[57.1 µM]
CCc1ccc(CNC(=O)c2ccc(Cn3c(=O)c4cccn4c4cccnc43)cc2)cc1 | -13% | 17% | 0.1 | 3 | / | -1 | 14% | 0.4 | 24%
CN(C)C=Nc1c(Br)cc(Br)c2nonc12 | 11% | -6%[57.1 µM] | 63* | 11 | 2 | -56* | ? | 141* | -4%[57.1 µM]
Cc1ccc2occ(C3N[C@H](C(=O)O)CS3)c(=O)c2c1 (stereo partly specified) | 0% | 7% | -1.1 | 4 | -2 | -2 | -20% | -0.3 | 7%
COc1ccccc1NC(=O)COC(=O)C1CC2CCCC(C1)C2=O (stereo unspecified) | -2% | 18% | / | / | / | -3 | ? | / | 3%
Cc1nn2c(=O)cc(COC(=O)c3cccc(NC(=O)c4cccs4)c3)nc2s1 | -1% | -10%[57.1 µM] | / | 1 | / | -1 | 7% | 0.1 | -3%[57.1 µM]
Cc1cccc(N2CCN(c3ncnc4c3nc3n4CCCCC3)CC2)c1C | -3% | 16% | -0.4 | -1 | / | -3 | -29% | -0.6 | -1%
Cc1ccc(C(=O)CCC(=O)OCC(=O)NNC(=O)c2ccccc2Cl)cc1 | -10% | 6% | -0.2 | 32* | -8 | 4 | -19% | -0.7 | 4%
COC(=O)c1ccccc1NC1c2ccccc2C(=O)N1c1cccnc1 (stereo unspecified) | 1% | 17%[57.1 µM] | 0.2 | 5 | -10 | -6 | 1% | -0.3 | 12%[57.1 µM]
O=C(CSc1nnc(-c2c[nH]c3ccccc23)n1CC1CCCO1)Nc1ccc2c(c1)OCCO2 (stereo unspecified) | 2% | 33% | / | 10 | / | -8 | -7% | -0.9 | 8%
Cc1ccc(C)n1-c1ccncc1 | 8% | -11% | -0.6 | 0 | -3 | 0 | -13% | 0.6 | 0%
Cc1nn(C)c(C)c1S(=O)(=O)N(CC(=O)Nc1ccccn1)c1ccc(C(C)C)cc1 | -1% | 25% | / | -1 | / | 0 | -29% | -0.5 | 3%
N#Cc1ccc(Oc2ccc(-c3cnc4ccccc4n3)cc2)cc1C#N | -2% | 7% | -0.1 | 4 | -6 | 0 | -14% | -0.2 | 10%
CC1(C)OC(=O)C(=CSc2ccc(C(C)(C)C)cc2)C(=O)O1 | -7% | 9% | -0.5 | 7 | -4 | 1 | -23% | 0.9 | 3%
Cc1ccc(Cn2c(-c3ccccc3)nc3ccccc32)cc1 | 1% | 7% | 1.2 | -4 | / | 2 | -18% | -0.7 | 5%
CCCn1c(N)c(N(CCOC)C(=O)/C=C/c2cccc(Cl)c2)c(=O)[nH]c1=O | -3% | 4% | 0.2 | 4 | -10 | -6 | -26% | 0.2 | -1%
COc1ccc(C)cc1NC(=O)C1CCN(S(=O)(=O)c2ccccc2)CC1 | 0% | 25% | 0.2 | -5 | -18 | -1 | -18% | 3.4 | -1%
O=C(Cn1ncc2c(=O)oc3ccccc3c21)NCC1CCCO1 (stereo unspecified) | -1% | 10%[57.1 µM] | 0.3 | 0 | -2 | -1 | -16% | 2.0 | 1%[57.1 µM]
C=CCc1cccc2cc(C(=O)OCC)c(=O)oc12 | 12% | -7% | -1.9 | 1 | 0 | -2 | -10% | -0.9 | 7%
Cc1nc2nc(SCC(=O)NCc3ccccc3)nn2c(C)c1Cc1ccccc1Cl | 0% | -14% | -0.1 | -10 | / | -13 | -14% | -0.3 | -3%[2.29 µM]
O=C1NC2(CCCCCC2)C(=O)N1Cc1ccc(Cl)cc1Cl | 9% | 23%[57.1 µM] | / | 0 | / | -6 | -15% | 0.9 | -15%[57.1 µM]
COCCNc1oc(/C=C/c2ccccc2)nc1C#N | 7% | 53%[activator][57.1 µM] | -0.2 | -9 | 7 | 3 | -21% | -0.2 | 772%[activator][57.1 µM]
CCc1nc2ccc(C(=O)N3CCN(c4cccc(OC)c4)CC3)cc2nc1CC | 1%&4% | 18% | -1.2&1.7 | 9&17 | 13 | -3&5 | -24%&-18% | 2.1&-0.5 | 4%
CNC(=O)COC(=O)c1ccccc1Nc1ccccc1 | 10% | 19%[57.1 µM] | 0.6 | -6 | -3 | 1 | -11% | 0.0 | 5%
C[C@@H]1O[C@@H](OCCC(=O)O)[C@H](O)C[C@H]1O | 7% | 9% | / | / | / | -1 | -26% | / | 2%
O=S(=O)(c1ccc(Oc2ccccc2)cc1)N1CCOCC1 | -2% | -3% | 0.0 | -6 | -9 | -1 | 5% | -0.4 | 5%[57.1 µM]
c1ccc2c(N3CCCCC3)nnc(N3CCCCC3)c2c1 | / | / | 1.0 | -1 | 11 | / | / | -1.0 | /
CC(C)CC1C(C#N)=C(N)OC2=C1C(=O)CC(c1ccccc1)C2 (stereo unspecified) | -6% | 3% | 0.2 | -4 | -1 | 1 | -20% | 0.6 | -11%
COc1ccc(S(=O)(=O)N2CC(C)OC(C)C2)cc1C(=O)N1CCCCC1 (stereo unspecified) | 8% | -8% | -0.1 | -1 | -4 | 1 | -13% | 0.2 | -3%
CCOc1ccc(OCCOC(=O)C2CCN(S(=O)(=O)c3ccc(C)c(C)c3)CC2)cc1 | 0% | 15% | 0.6 | 0 | 3 | -1 | -4% | 2.3 | -2%
COc1ccccc1NC(=O)NCCCCc1ccccc1 | -5% | -4% | -1.6 | 2 | 0 | -6 | -9% | -0.6 | -10%
Cc1ccc(Cl)cc1NC(=O)N[C@@H](C)C(=O)O | 6% | 6%[57.1 µM] | 0.3 | -2 | 8 | -3 | -17% | -0.1 | 13%[57.1 µM]
CCC1(C(=O)O)NC(c2cccc(OC)c2O)C2C(=O)N(c3ccccc3)C(=O)C21 (stereo unspecified) | -2% | 12% | 2.1 | 11 | 4 | 3 | -1% | 0.7 | 0%
O=C(Nc1ccccn1)c1ccc2c(c1)S(=O)(=O)c1ccccc1C2=O | 6% | 12% | 1.5 | 2 | -8 | 0 | -21% | -0.3 | -3%
CC(=O)NN1C(=O)/C(=C\c2ccc(O)cc2)SC1=S | 2% | -2%[57.1 µM] | 2.1 | -3 | 2 | -8 | -25% | 13 | -8%[57.1 µM]
CC1(C)C(C=C(Cl)Cl)C1C(=O)NC(O)C(=O)c1ccccc1 (stereo unspecified) | 3% | 2%[57.1 µM] | 0.0 | -4 | -1 | 3 | 0% | 0.1 | 7%[57.1 µM]
CC(=O)c1cc(CC=C(C)C)c(O)cc1O | 5% | 8%[57.1 µM] | 0.0 | 5 | -14 | -8 | -9% | -0.6 | -8%[57.1 µM]
COc1cccc(-n2c(SCC(=O)NC(C)(C)C)nnc2-c2ccoc2C)c1 | 9% | 7% | 1.0 | 0 | 16 | -3 | -11% | -0.2 | 7%

Reprinted from the part before: 2 compounds, followed by the next part.
SMILES | mIDH1 inhibitor | rTrxR1 inhibitor | D2 ag | TRHR PAM | D2 antagonist | PI4K2A inh | USP1 inh | TRHR ag | TrxR1 substrate
CC(=O)c1cc(CC=C(C)C)c(O)cc1O | 5% | 8%[57.1 µM] | 0.0 | 5 | -14 | -8 | -9% | -0.6 | -8%[57.1 µM]
COc1cccc(-n2c(SCC(=O)NC(C)(C)C)nnc2-c2ccoc2C)c1 | 9% | 7% | 1.0 | 0 | 16 | -3 | -11% | -0.2 | 7%
N=c1c(S(=O)(=O)c2ccc(Cl)cc2)cc2c(=O)n3ccccc3nc2n1CC1CCCO1 (stereo unspecified) | 4% | -12% | -0.2 | 1 | -14 | 1 | 1% | 0.6 | -8%
Cc1cc(NC(=O)COC(=O)C2CC(=O)N(c3cccc(Cl)c3)C2)no1 (stereo unspecified) | -5% | 19% | 0.7 | -12 | -4 | 0 | -14% | -1.7 | 7%
COc1ccc2c(c1)c(/C=N/Nc1ccc(C(=O)O)cc1)c(C)n2C | 7% | -20% | 0.1 | -5 | -4 | 0 | -25% | 0.8 | -1%
COc1ccc2c(c1)c(CC(=O)Nc1ccc(C)cc1)c(C)n2C(=O)c1ccc(Cl)cc1 | 5% | -5% | 0.1 | -1 | 5 | 9 | -1% | -0.1 | -8%
CC(=O)NS(=O)(=O)c1ccc(NC(=S)Nc2ccccc2)cc1 | 10% | -13% | 0.2 | 3 | -4 | 0 | -17% | -0.4 | -6%
Cc1ccc(N(C(C)C(=O)N2CCCC2)S(C)(=O)=O)cc1 (stereo unspecified) | 0% | 19% | / | -7 | / | 1 | -25% | 0.0 | 9%
COc1ccc(CCn2c(-c3ccc(C(C)(C)C)cc3)n[nH]c2=S)cc1OC | -7% | 14%[57.1 µM] | -0.3 | 1 | -5 | 4 | -12% | -0.4 | 2%
O=c1[nH]c(/C(Cl)=C/c2cccc(F)c2)nc2cc(C(F)(F)F)ccc12 | -3% | 11% | / | -3 | / | 3 | -25% | 0.0 | 1%[57.1 µM]
O=C(Nc1ccc(Cl)cc1C(=O)NCCN1CCOCC1)c1ccco1 | -1% | -15%[57.1 µM] | -0.6 | 7 | 22 | 4 | -12% | -0.2 | 3%[57.1 µM]

Another view of 2 compounds above.
smiles,mIDH1 inhibitor,rTrxR1 inhibitor,D2 ag,TRHR PAM,D2 antagonist,PI4K2A inh,USP1 inh,TRHR ag,TrxR1 substrate
CC(=O)NS(=O)(=O)c1ccc(NC(=S)Nc2ccccc2)cc1,10%,-13%,0.2,3,-4,0,-17%,-0.4,-6%
Cc1ccc(N(C(C)C(=O)N2CCCC2)S(C)(=O)=O)cc1 (stereo unspecified),0%,19%,/,-7,/,1,-25%,0.0,9%
